Screening data from PubChem BioAssay.
L3MBTL1 inh – inhibitors of human L3MBTL1 | Potency, µM (doses to about 57.1 µM), for inactives: at the highest dose activity, negative = inhibition, usual class: inhibitors | 230,000 compounds, 0.66% hits | Q9Y468 | AlphaScreen L3MBTL1–H3K9me1 peptide binding; note: nearly all actives have a fitted effect of over 60% in size
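AlphaScreen proximity signal between nickel-chelate acceptor and streptavidin donor beads (final 10 ug/mL) reports binding of 50 nM L3MBTL1 to 75 nM biotin-H3 K9me1 peptide; complex incubated with compounds 30 min at room temperature; cefsulodin titration as control.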
KDM4E inh – JMJD2E (human) inhibition | AID 2147 | 230,000 compounds, 1.6% hits | JMJD2E catalytic domain, FDH-coupled NADH fluorescence (FDH is formaldehyde dehydrogenase) | Potency, µM (series often up to 57.1 µM), without a hit: top-dose activity change, negative = inhibition, actives largely listed as inhibitors; active = well fitted inhibition curve with a large enough effect, not every such curve was filed as active; inconclusive = small, poorly fitted or top-dose-only effect, or another doubt; inactive = no such curve, though single readings can be large or run the other way;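 note: 0% = wells with enzyme and -100% = buffer wells without enzyme; nearly all actives have a fitted effect of over 50% in size; many of its hits are not listed in these tables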
RECQ1 helicase – RECQ1 (human) helicase inhibition. 240,000 compounds, 0.54% hits. AID 2549. P46063. Potency, µM (doses to about 57.3 µM), for the others: top-dose activity, negative = inhibition, hits mostly inhibitors. RECQ1 DNA unwinding, red fluorescence kinetic read;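 note: plate controls were vehicle for no effect and no enzyme for full effect; nearly all actives have a fitted effect of over 30% in size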
Target sequence (P46063 whole entry, looked up): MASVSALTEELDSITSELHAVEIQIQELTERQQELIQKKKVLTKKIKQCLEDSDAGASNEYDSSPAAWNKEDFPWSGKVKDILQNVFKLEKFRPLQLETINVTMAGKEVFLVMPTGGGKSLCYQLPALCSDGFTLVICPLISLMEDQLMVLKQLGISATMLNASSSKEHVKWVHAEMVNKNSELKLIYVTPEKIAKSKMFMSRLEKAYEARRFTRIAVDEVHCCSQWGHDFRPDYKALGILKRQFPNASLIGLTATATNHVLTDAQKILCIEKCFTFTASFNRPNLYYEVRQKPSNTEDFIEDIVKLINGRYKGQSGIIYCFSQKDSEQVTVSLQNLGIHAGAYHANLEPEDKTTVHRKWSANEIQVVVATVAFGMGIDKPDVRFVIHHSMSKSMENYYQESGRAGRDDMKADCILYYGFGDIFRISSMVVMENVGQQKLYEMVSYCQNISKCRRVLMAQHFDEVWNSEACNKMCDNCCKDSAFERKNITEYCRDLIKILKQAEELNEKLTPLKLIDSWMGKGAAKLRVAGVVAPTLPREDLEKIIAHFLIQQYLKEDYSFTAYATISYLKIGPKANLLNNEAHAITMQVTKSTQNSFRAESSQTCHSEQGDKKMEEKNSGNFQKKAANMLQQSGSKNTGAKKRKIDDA
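50 nM RECQ1T1 preincubated 15 min with compound in Tris pH 8.0 buffer with MgCl2, DTT, Tween-20 and 2.5 ug/ml poly(dI-dC); started with 200 nM TAMRA/BHQ-2 forked duplex and 2 mM ATP. Unwinding read as fluorescence (525/598 nm), two reads 2 h apart.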
GoLoco inh red – inhibitors of human Gai1-RGS12 GoLoco interaction (red fluorophore). 230,000 compounds, 0.44% hits. Gai1:RGS12 GoLoco peptide FP, rhodamine, 10 min. AID 880. Potency, µM (top dose mostly 61.6 µM), for inactives: at the highest dose activity, negative = inhibition, hits mostly inhibitors; active = well fitted inhibition curve with a large enough effect, not every such curve was filed as active; inactive = no such curve, though single readings can be large or run the other way; note: nearly all actives have a fitted effect of over 30% in size; many of its hits are not listed in these tables
TRb SRC2 PPI – TRbeta-SRC2 interaction inhibition; P10828; TRbeta-SRC2 peptide binding, fluorescence polarization; receptor liganded with 1 µM T3; Potency, µM (top dose mostly 106 µM), inactives show at the top dose activity change, negative = inhibition, hits mostly inhibitors; 280,000 compounds, 0.065% hits; AID 1469;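 note: plate controls were bound peptide for no effect and peptide without receptor for full effect; nearly all actives have a fitted effect of over 50% in size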
Target sequence (P10828 whole entry, looked up): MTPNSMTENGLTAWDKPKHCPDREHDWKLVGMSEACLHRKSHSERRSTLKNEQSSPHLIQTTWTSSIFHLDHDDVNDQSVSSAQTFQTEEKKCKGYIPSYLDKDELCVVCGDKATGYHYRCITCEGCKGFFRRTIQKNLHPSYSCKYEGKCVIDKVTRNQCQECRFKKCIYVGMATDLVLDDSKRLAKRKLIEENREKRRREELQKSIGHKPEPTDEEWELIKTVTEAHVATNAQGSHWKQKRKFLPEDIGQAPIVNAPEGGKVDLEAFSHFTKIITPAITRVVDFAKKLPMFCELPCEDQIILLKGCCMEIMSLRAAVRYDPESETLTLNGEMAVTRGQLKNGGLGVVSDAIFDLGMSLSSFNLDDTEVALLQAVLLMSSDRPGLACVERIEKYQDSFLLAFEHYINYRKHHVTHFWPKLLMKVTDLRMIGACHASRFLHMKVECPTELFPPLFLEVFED
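Human TRb ligand-binding domain (0.6 uM) is mixed with 20 nM Texas Red SRC2 peptide and 1 uM T3; after compound addition and 5 hr at ambient temperature, polarization is measured and normalized to unbound and bound controls.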
Tau FP inhib – tau fibrillization inhibition (FP); P10636; K18 P301L tau heparin fibrillization, Alexa594 FP, 6 h; Potency, µM (highest dose often 57.7 µM), without a hit: at the top dose activity, negative = inhibition, actives largely listed as inhibitors; 280,000 compounds, 0.39% hits; note: nearly all actives have a fitted effect of over 55% in size
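Human K18 P301L fragment (15 uM unlabeled plus 0.24 uM Alexa 594-labeled) in 100 mM sodium acetate pH 7 with compound, aggregation induced by 20 uM heparin for 6 hr at 37 C. ThT (30 uM) added for 1 hr, then Alexa 594 FP read.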
Tau ThT inhib – blocks human tau fibril formation measured by thioflavin T; P10636; recombinant tau K18 P301L (four-repeat tau fragment), heparin-induced fibrillization, ThT fluorescence; Potency, µM (titrated, usually from 57.4 µM), inactives show top-dose activity, negative = inhibition, actives largely listed as inhibitors; 270,000 compounds, 2.1% hits; note: nearly all actives have a fitted effect of over 55% in size
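Heparin-induced (20 uM) aggregation of recombinant human K18 P301L tau, 15 uM unlabeled with 0.24 uM labeled, pH 7 acetate buffer, 6 hr at 37 C with compound. Fibrils quantified by 30 uM ThT fluorescence after 1 hr ambient incubation.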
TR SRC2 fluor cs – counter-screen for TRb-SRC2 inhibitors: fluorescence interference; TRb/SRC2 Texas Red total fluorescence interference; Potency, µM (series often up to 106 µM), without a hit: at the highest dose fluorescence change, negative = quenching; 280,000 compounds, 0.29% hits; AID 1479; active = well fitted curve in either direction with a large enough effect; inconclusive = small, poorly fitted or top-dose-only effect
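Human TRb ligand-binding domain at 0.6 uM with 20 nM Texas Red SRC2 peptide in Tris buffer containing 1 uM T3 and 5% DMSO, incubated with compound 5 h at ambient temperature. Total fluorescence (555/632 nm) calculated as parallel + 2 × perpendicular.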
Numbers without * were called inactive; i = inactive; ? = inconclusive; . = not tested or not shown; & = joins results of further samples; [ ] = another dose, or the depositor's remark. Unless noted, calls come from the whole dose curve; as a rule, active = well fitted curve in the direction sought with a large enough effect; inconclusive = small, poorly fitted or top-dose-only effect, or another doubt; inactive = no such curve, though single readings can be large; an effect the other way counts as inactive or inconclusive. Unless noted, % is set by controls: 0 for no effect and ±100 for the full control effect; potency is the fitted concentration of half-maximal effect. These rows are one share of the data; rates above refer to the full screens.

#	SMILES	L3MBTL1 inh	KDM4E inh	RECQ1 helicase	GoLoco inh red	TRb SRC2 PPI	Tau FP inhib	Tau ThT inhib	TR SRC2 fluor cs
1	O=C(NCc1ccncc1)c1ccc(Cl)c(S(=O)(=O)N2CCCCC2)c1	-4.3%	4.4%	i	6.0%	-3.6%	-11.4%	3.8%	-1.2%
2	CCn1cc(C(=O)N2CCN(c3cccc(C)c3)C(C)C2)c(=O)c2cc(S(=O)(=O)N3CCOCC3)ccc21 (centres undefined)	.	.	.	.	-0.3%	-1.4%	-1.1%	0.6%
3	Cc1ncccc1C(=O)N1CCCC(CNC(=O)c2ccc(-c3ccccc3)cc2)C1 (centres undefined)	10.1%	-12.7%	-16.6%	93.3%[activator]	-0.4%	3.5%	-2.4%	-3.6%
4	CC(=O)C1=C(O)C=C(c2ccco2)CC1c1ccco1 (centres undefined)	-9.2%	?	-17.0%	15.0%	-0.9%	-0.7%	?	-5.2%
5	Cc1ccc(N2C(=O)CS(=O)(=O)C23C(=O)N(Cc2ccccc2C)c2ccccc23)cc1Cl (centres undefined)	.	.	.	.	3.6%	?	?	-32.4%
6	COc1ccc(/C(N)=N/O)cc1O	-3.3%	6.4%	?	9.2%	0.2%	2.2%	-4.0%	-2.0%
7	CC(=O)Nc1ccc(CN2CCC(CO)(CCOc3ccccc3)CC2)cc1	2.4%	7.5%	-0.4%	0.8%	-3.1%	-10.7%	5.6%	-3.5%
8	COc1ccc(-c2cc(C(F)F)n3ncc(C(=O)N4CCSCC4)c3n2)cc1	19.2%	?	0.1%	-7.6%	5.4%	2.7%	-13.2%	3.8%
9	COc1ccc(OC)c(NC(=O)CCNS(=O)(=O)c2cccc3nsnc23)c1	.	.	.	.	8.7%	0.5%	-12.9%	-1.7%
10	O=C(CCC1CCCCC1)NC1=NCCS1	-0.5%	0.8%	-1.8%	6.3%	-6.2%	4.6%	-4.9%	0.3%
11	CCN(CC)CCCN1C(=O)c2oc3ccccc3c(=O)c2C1c1cccnc1 (centres undefined)	6.0%	?	-2.4%	5.3%	4.5%	2.2%	-6.6%	0.1%
12	[N-]=[N+]=NC1C[C@H](n2ccc(=O)[nH]c2=O)O[C@@H]1CO (some centres undefined)	4.6%	-9.8%	-2.0%	-11.1%	11.0%	10.2%	-7.5%	-5.5%
13	CCC(=O)N1CCc2cc(OC)c(OC)cc2C1COc1ccc(OC)cc1 (centres undefined)	?	1.4%	i	10.9%	0.0%	-3.7%	-3.8%	4.4%
14	Cc1cccc(CNC(=O)c2ccc(C)c(-n3c(C)nc4cccnc43)c2)c1	.	.	.	.	-0.6%	-1.8%	-0.5%	-0.2%
15	N=C1SCC(=O)N1c1ncc(Cc2ccc(F)cc2)s1	10.9%	-0.6%	12.0%	16.0%	-8.2%	2.8%	-16.0%	-0.7%
16	CCOc1ccc(NC(=S)N(CCN2CCOCC2)Cc2cc3cc4c(cc3[nH]c2=O)OCO4)cc1	-18.4%	?	26.9%	37.9%[activator]	-1.1%	1.2%	-15.5%	-1.8%
17	CC1CCN(C(=O)c2ccc(CSc3ccc(Cl)cc3)cc2)CC1	21.7%	1.2%	-3.2%	3.1%	-1.6%	9.1%	?	0.2%
18	N#Cc1cnn(-c2ncnc3sc(-c4ccccc4)cc23)c1N	.	3.4%	5.3%	7.7%	-19.7%	-8.4%	2.0%	-0.1%
19	COc1ccc2c(c1)c(C(=O)N1CCN(C)CC1)c(C)n2-c1ccccc1	.	?	-0.5%	14.1%	8.0%	-4.4%	1.9%	-5.3%
20	O=C(Nc1ccc2oc(-c3cccc4c(Br)cccc34)nc2c1)c1ccc(F)cc1	.	.	.	.	-6.8%	?	-13.7%	-8.6%
21	COC(=O)COc1ccc(S(=O)(=O)Nc2ccc3c(c2)OCO3)cc1	.	?	2.1%	-1.6%	1.5%	-1.4%	-3.9%	-1.3%
22	Cc1ccc(CNC(=O)C(NS(=O)(=O)c2cccs2)C(C)C)cc1 (centres undefined)	1.9%	1.3%	-0.2%	-1.9%	-6.1%&1.8%	-7.2%&9.3%	-7.6%&-16.9%	-1.3%&2.9%
23	NC1=NC[C@@H](Cc2ccc(O)cc2)N1CCc1cc(C(F)(F)F)cc(C(F)(F)F)c1	.	-4.8%	i	4.0%	-3.6%	4.4%	3.4%	-0.2%
24	Cc1cc2ncc(-c3ccc(Cl)cc3)cn2n1	9.1%	7.5%	-0.2%	6.6%	0.1%	4.4%	-13.1%	-2.1%
25	COc1ccccc1CNC(=O)c1ccc(CNc2c(N3CCCC3)c(=O)c2=O)cc1	-1.7%	-11.0%	-9.6%	5.4%	0.9%	3.3%	-6.5%	0.1%

Reprinted at random: 2 entries already listed.
#	SMILES	L3MBTL1 inh	KDM4E inh	RECQ1 helicase	GoLoco inh red	TRb SRC2 PPI	Tau FP inhib	Tau ThT inhib	TR SRC2 fluor cs
22	Cc1ccc(CNC(=O)C(NS(=O)(=O)c2cccs2)C(C)C)cc1 (centres undefined)	1.9%	1.3%	-0.2%	-1.9%	-6.1%&1.8%	-7.2%&9.3%	-7.6%&-16.9%	-1.3%&2.9%
13	CCC(=O)N1CCc2cc(OC)c(OC)cc2C1COc1ccc(OC)cc1 (centres undefined)	?	1.4%	i	10.9%	0.0%	-3.7%	-3.8%	4.4%

One compound at a time, from the list above.
N=C1SCC(=O)N1c1ncc(Cc2ccc(F)cc2)s1 as listed: L3MBTL1 inh: 10.9%; KDM4E inh: -0.6%; RECQ1 helicase: 12.0%; GoLoco inh red: 16.0%; TRb SRC2 PPI: -8.2%; Tau FP inhib: 2.8%; Tau ThT inhib: -16.0%; TR SRC2 fluor cs: -0.7%
NC1=NC[C@@H](Cc2ccc(O)cc2)N1CCc1cc(C(F)(F)F)cc(C(F)(F)F)c1 as listed: L3MBTL1 inh: .; KDM4E inh: -4.8%; RECQ1 helicase: i; GoLoco inh red: 4.0%; TRb SRC2 PPI: -3.6%; Tau FP inhib: 4.4%; Tau ThT inhib: 3.4%; TR SRC2 fluor cs: -0.2%

(list continues)
#	SMILES	L3MBTL1 inh	KDM4E inh	RECQ1 helicase	GoLoco inh red	TRb SRC2 PPI	Tau FP inhib	Tau ThT inhib	TR SRC2 fluor cs
26	CCCCc1c(O)c2ccccc2n(CCCC)c1=O	1.1%	?	i	1.0%	1.9%	-3.5%	-6.9%	-4.6%
27	CC1(C)[N+]([O-])=C2C(=[N+]([O-])C1(C)C)c1ccccc1/C2=N\O	-3.7%	-5.8%	-5.7%	3.2%	4.7%	-2.4%	1.9%	-3.6%
28	CN(C)[C@H]1N(C(=O)c2ccc(Br)cc2)N=C2c3ccccc3S(=O)(=O)N21	.	-5.4%	-1.7%	-11.4%	7.5%	-3.4%	-1.6%	1.4%
29	CCOC(=O)c1ccc2[nH]cc(C(C)=O)c(=O)c2c1	?	9.0%	-11.4%	90.9%[activator]	5.3%	4.6%	2.9%	-3.9%
30	COc1ccccc1NC(=O)Nc1ccccc1C(N)=O	8.0%	-7.7%	i	-6.8%	1.7%	-0.3%	-0.4%	-2.6%
31	C=C(C)C1CC=C(C)/C(=N\NC(=O)CNc2cccc3ccccc23)C1 (centres undefined)	-7.1%	?	-3.5%	.	2.1%	-3.8%	-14.7%	-5.0%
32	O=C(CN1C(=O)c2ccccc2C1=O)c1ccccc1	.	0.9%	-2.7%	0.9%	-10.0%	0.1%	-3.3%	-3.2%
33	COc1cc(S(=O)(=O)N2CCOCC2)ccc1NC(=O)CSc1n[nH]c(=O)[nH]c1=O	16.6%	2.7%	?	5.0%	5.0%	7.2%	0.1%	-0.3%
34	CCN(C(=O)CSc1nc2ccccc2nc1Cc1ccccc1OC)c1ccccc1	.	.	.	.	5.3%	-0.2%	-11.0%	-0.8%
35	CCCC[C@H]1C(=O)N(c2ccccc2)N(c2ccc(O)cc2)C1=O	.	-3.2%[25.5 µM]	i	11.9%[21.6 µM]	-6.7%[53 µM]	.	.	1.2%[53 µM]
36	Cc1ccc(N=c2ssnc2Cl)cc1	-4.4%	11.2µM*	-5.1%	1.7%	-14.6%	?	14.1µM*	-2.9%
37	COc1ccc(NC(=O)Cn2nnc(C(N)=O)c2N)c(OC)c1	13.1%	5.2%	-0.3%	5.6%	0.4%	3.6%	-1.1%	-4.6%
38	CCOC(=O)c1[nH]c2ccc(Br)cc2c1NC(=O)CCN1CCCC(C)(C)C1	-15.8%	2.4%	19.8%	17.3%	6.3%	0.5%	-2.7%	-1.2%
39	CC1Cc2ccccc2N1C(=O)CSc1nnc2n1C(C)(C)Cc1ccccc1-2 (centres undefined)	7.9%[11.4 µM]	-3.6%	0.3%	11.7%	3.1%	-9.8%	-16.9%	-3.4%
40	CCOc1ccccc1N(C)C(=O)Cn1cnc2sc(C)c(S(=O)(=O)N3CCC(C)CC3)c2c1=O	.	.	.	.	-2.2%	-0.9%	?	-0.9%
41	CC1(c2ccc(Cl)cc2)CC(C)(C)N(C(=O)c2cccc(F)c2)c2ccccc21 (centres undefined)	.	.	.	.	-9.7%	-2.4%	-8.5%	3.4%
42	CC1CCCN(C(=S)Nc2ccc(S(=O)(=O)N3CCCCC3)cc2)C1 (centres undefined)	-4.5%	1.9%	-7.4%	3.6%	-1.1%	2.1%	3.8%	4.2%
43	NC(=S)N/N=C/c1ccc(-c2cc(Cl)cc(Cl)c2)o1	.	-15.4%	-0.7%	7.2%	8.5%	-1.9%	?	1.0%
44	COc1ccc(S(=O)(=O)CCc2nc3ccccc3s2)cc1	-2.5%	2.5%	-12.9%	-5.6%	-14.8%	-10.4%	-10.3%	2.0%
45	CCc1c(C)nc2ncnn2c1NC1CCCc2ccccc21 (centres undefined)	-6.8%	-7.9%	-2.1%	19.6%	-1.9%	-5.9%	-8.0%	1.6%
